TROY NFkB inh: inhibitors of TROY-driven NF-kB signaling, primary screen, Q293 LMP1-TROYcd cells, NF-kB luciferase, uHTS; inhibition, % at 10 µM; 360,000 compounds, 0.98% hits; Q293 LMP1-TROYcd NF-kB luciferase reporter, 4 h; AID 1347056, 2019;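 active = compounds whose plate-normalised and pattern-corrected inhibition of the luciferase reporter signal at the single screening dose is 50% or more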
HIF-2a block: HIF-2a reporter inhibitors, primary screen, luminescence, 786-0 RCC cells; 786-0 RCC cells HIF-2a reporter, luciferase luminescence, overnight; 360,000 compounds, 0.72% hits; inhibition, % at 18.8 µM; AID 624352, 2012;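 active = inhibition of the luminescence signal of 40% or more relative to plate controls, in a single-dose primary screen at 18.75 µM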
Peg3 promoter: Peg3 promoter-driven luciferase inhibitors, primary screen, cell-based, HeLa, luciferase luminescence | HeLa PEG-Prom luciferase reporter, overnight | inhibition, % at 20 µM | 360,000 compounds, 1.7% hits;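 active = inhibition of at least 50% at 20 µM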
Shn3 3UTR inh: reduction of Shn3 3'UTR firefly luciferase signal, primary screen, Schnurri-3 inhibitor project, cell-based, Clone20 osteoblasts, set 2. AID 588674, 2011. 360,000 compounds, 0.52% hits. inhibition, % at 12.5 µM. Clone20 osteoblast Shn3 3'UTR firefly luciferase, 24 h;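 active = mean inhibition of at least 75% with every replicate also reaching 75%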;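 note: 0% = median of neutral control wells and 100% = pilot-screen positive control compound; some compounds past the cut are filed as inactive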
KKLEB cytotox: cytotoxicity in KKLEB CF airway cells, primary screen, cytotoxicity control for CF NF-kB inhibitor project, cell-based, uHTS, fluorescence assay plates; AID 602141, 2011; activity change (cytotoxicity), % at 5 µM; 360,000 compounds, 0.36% hits; KKLEB CF airway cells viability, ATPlite luminescence, overnight; active compounds read low; cells stimulated with P. aeruginosa culture filtrate;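 active = corrected activity change at or below -50% at 5 µM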
TWEAK-Fn14 inh: inhibitors of TWEAK-Fn14 signaling, primary screen, luciferase reporter cells, uHTS; TWEAK-stimulated Fn14 reporter cells, luciferase luminescence, 8 h; 360,000 compounds, 2% hits; inhibition, % at 10 µM; in the data active = inhibition above about 50%
NR2E3 ag-1: inhibitors of NR2E3-RetCOR corepressor binding, primary screen, NR2E3 agonist project, biochemical, TR-FRET, GST-NR2E3, biotin-RetCOR; Photoreceptor-specific nuclear receptor (Homo sapiens), Q9Y5X4; 1536-well; inhibition of corepressor binding, % at 4.78 µM; 320,000 compounds, 0.12% hits; AID 2300, 2010;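 active = percent inhibition above the cutoff of mean plus 3 SD of all tested compounds, set per screening campaign, cut at about 20% in these data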;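 note: 0% = DMSO wells and 100% = biotin wells as full block of FRET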
Target sequence (Q9Y5X4 whole entry, looked up): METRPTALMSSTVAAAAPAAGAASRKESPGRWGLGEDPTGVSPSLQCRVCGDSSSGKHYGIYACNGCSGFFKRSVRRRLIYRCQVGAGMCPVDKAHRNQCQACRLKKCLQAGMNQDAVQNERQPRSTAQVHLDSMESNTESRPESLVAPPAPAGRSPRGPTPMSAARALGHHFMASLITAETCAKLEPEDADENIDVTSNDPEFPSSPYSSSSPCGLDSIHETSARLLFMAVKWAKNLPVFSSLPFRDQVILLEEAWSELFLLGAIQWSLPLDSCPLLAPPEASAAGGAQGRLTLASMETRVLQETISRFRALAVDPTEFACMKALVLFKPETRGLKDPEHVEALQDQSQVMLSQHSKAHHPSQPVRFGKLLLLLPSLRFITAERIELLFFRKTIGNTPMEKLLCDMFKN
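Test system: GST-NR2E3 and biotin-RetCOR proteins | Quantity: 1.35 nM GST-tagged NR2E3 final | Medium: Tris pH 7.5 | Also added: 7 nM biotin-RetCOR | Dosing: Compound at 4.8 µM, single dose | Timing: 5 h at 4 °C | Detection: Time-resolved FRET | Read-out basis: Percent inhibition | Benchmarks: Biotin wells as high control, 0.6% DMSO wells as low control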
TRAIL sens C8: viability loss with TRAIL in NB7+C8 cells, primary screen, TRAIL sensitizer project, cell-based, ATPlite luminescence; inhibition (viability loss, TRAIL sensitization), % at 10 µM; 360,000 compounds, 1% hits;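 active = compounds causing at least 50% loss of cell viability in the single-dose screen, relative to plate controls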
CF NFkB inh: inhibitors of PAF-induced NF-kB signaling, primary screen, cell-based, GFP fluorescence, uHTS; KKLEB NF-kB-GFP reporter, GFP fluorescence overnight; inhibition, % at 5 µM; 360,000 compounds, 0.86% hits; AID 588850, 2011;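 active = at least 50% inhibition at 5 µM, scaled per plate between neutral and stimulator controls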;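 note: PAF is a Pseudomonas aeruginosa culture filtrate used as stimulus; plate controls were PAF-stimulated DMSO wells for no effect and unstimulated DMSO wells for full effect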
TRPM1 prom inh: inhibitors of MITF-dependent TRPM1 promoter reporter, primary screen, cell-based, SK-MEL-5, single point, luciferase; SK-MEL-5 TRPM1 promoter luciferase, 24 h; inhibition, % at 12.5 µM; 330,000 compounds, 0.83% hits; AID 488899, 2010;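 active = mean inhibition across replicates of 60% or more, whatever share of single replicates reaches that level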; note: values of inactives mirror those of a sister screen read the other way
NR2E3 ag-2: NR2E3 agonists in two-hybrid cells, primary screen, cell-based, luminescence, CHO-S, Gal4-NCOR/VP16-NR2E3 | Photoreceptor-specific nuclear receptor (Homo sapiens), Q9Y5X4 | luciferase | inhibition of corepressor binding, % at 3.98 µM | 360,000 compounds, 0.35% hits | AID 602229, 2012;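 active = inhibition above the mean of all tested compounds plus 3 SD, cut at about 70% in these data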;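 note: 0% = DMSO with NR2E3 transfected cells and 100% = cells lacking NR2E3 construct; higher means lower luciferase signal from less NR2E3 corepressor binding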
* marks the source's active call; other numbers are inactive results; . = no result given; & = joins results of further samples.

The line under a structure holds: TRPM1 prom inh	Peg3 promoter	TROY NFkB inh	HIF-2a block	CF NFkB inh	NR2E3 ag-1	KKLEB cytotox	TWEAK-Fn14 inh	TRAIL sens C8	Shn3 3UTR inh	NR2E3 ag-2
O=C(NC1CCCCC1)C(c1ccc(Cl)cc1)N(C(=O)c1cnccn1)c1ccc2c(c1)OCO2 (configuration not stated)
 : 14	5	1	-7	4	-2	-10	3	5	8	-17
CCCCCCN1C[C@@H](O)[C@H](n2cc(C3CC3)nn2)C[C@@H]1c1ccc(C)cc1
 : .	8	-16	6	2	.	-2	-7	-24	0	0
Nc1ccc(O)c([N+](=O)[O-])c1
 : -5	-10	3	4	-5	-1	14	7	-6	17	-13
O=C(N/N=C/c1cc(Br)cc(Br)c1O)c1cccc(N2CCCC2=O)c1
 : 23	48	25	-2	17	1	-18	-14	29	25	-26
O=C(NCc1ccco1)c1cc(=O)c2ccccc2o1
 : 13	16	-8	1	-8	6	1	0	-8	9	-14
O=C(Cn1ccc([N+](=O)[O-])n1)NCc1cccnc1
 : -7	-2	2	10	10	-1	-2	-3	-28	13	10
COc1cc(OC)cc(C(=O)Nc2cccc(NC(=O)c3cccs3)c2)c1
 : .	-11	-18	-6	-11	.	-4	-12	5	11	1
CC(=O)Nc1cccc(-c2ccnc3c2CC(C(=O)NC(C)C)O3)c1 (configuration not stated)
 : .	18	-2	18	9	.	11	11	3	-21	-6
CCC(=O)NCCNc1nc2cc(C)cc(C)c2cc1C#N
 : -3	-5	1	23	8	1	-15	13	2	5	5
O=C(NNc1nc2ccc(F)cc2s1)c1cccc(F)c1
 : 2	-56	-1	-147	17	0	-2	-7	12	0	-65
CCOP(=O)(OCC)c1nc(-c2ccc(C)cc2)oc1NCc1ccccc1
 : 20	14	3	21	10	3	-6	10	0	5	-3
C[C@@H]1CCCCO[C@H](CN(C)C(=O)Nc2ccc(F)cc2)[C@@H](C)CN([C@H](C)CO)C(=O)c2cc(NC(=O)c3ccccc3)ccc2O1
 : .	-32	7	-2	12	.	-13	-8	-10	3	-26
O=C(OC(C(=O)NC1CCCC1)c1cccnc1)C1=Cc2ccccc2OC1 (configuration not stated)
 : -9	16	7	14	-21	3	-4	-2	2	5	-1
Oc1ccc(Cl)cc1-c1cc(C(F)(F)C(F)F)nc(-c2ccccc2)n1
 : 1	19	21	-1	19	-1	-8	40	17	3	-32
COc1ccc(S(=O)(=O)N2CCN(CC(=O)Nc3cccc(OC)c3)CC2)cc1
 : 1	-3	7	2	8	0	4	-13	-23	-3	0
CC(Sc1ccc(Cl)cc1)C(=O)NCC(c1ccco1)N1CCCCC1 (configuration not stated)
 : 6	11	-11	11	-3	3	3	1	2	9	-9
O=C(Nc1nnc(-c2ccc(Cl)cc2)o1)C1=COCCO1
 : -11	-38	-4	-33	7	1	-6	-19	0	2	17
CCOc1ccc(Cl)cc1CNCCNCCO
 : 9	-6	7	8	9	1	-12	-16	1	11	-2
Cc1ccc(-n2nnnc2SCC#N)cc1
 : 6	-13	-8	14	-32	-1	7	1	8	-5	16
O=C1NNC(c2ccccc2)=N/C1=C\c1ccccc1
 : -4	11	11	17	-16	-3	5	8	7	5	-1
O=C(NNS(=O)(=O)c1ccccc1C(F)(F)F)c1cc2ncc(C(F)(F)F)cc2s1
 : .	8	-1	22	2	-1	-6	13	5	-9	-22
O=C(NCCN1CCOCC1)c1ccc(NS(=O)(=O)c2ccccc2)cc1
 : 3	15	-12	8	0	-1	-12	21	-4	-11	-1
COc1ccccc1NC(=O)CCC(=O)OCc1cccc([N+](=O)[O-])c1
 : 6	6	-11	9	-5	3	-2	1	-3	-10	19
O=C(NC1CCCCC1)NC1CCN(S(=O)(=O)Cc2ccccc2)CC1
 : 4	5	5	7	-1	-1	7	0	24	11	-6
N#Cc1ccccc1OCC(=O)NNC(=O)c1ccncc1
 : 7	4	-6	0	-6	3	-9	5	2	8	-21
CC(=O)c1cccc(NC(=O)N2CCCC2C(=O)NCc2ccc3c(c2)OCO3)c1 (configuration not stated)
 : -14	-1	9	22	-4	2	-8	-11	-26	10	-19
COc1ccc(OCCC(=O)OCC(=O)Nc2ccc(S(=O)(=O)N3CCOCC3)cc2)cc1
 : 6	-3	-10	11	-13	0	-3	-17	-6	9	30
CS/C(=N\S(=O)(=O)c1cccs1)Nc1ccc(N2CCOCC2)cc1
 : 5	-1&1	-17&-5	1&5	4&8	-5	12&4	8&2	-2&-2	18&-5	5&18
Cc1cc(C(=O)COC(=O)C2=COCCO2)c(C)n1-c1cccc(F)c1
 : -104	-177	48	-200	11	-1	-4	47	18	-92	-30
CSC(=NS(=O)(=O)c1ccccc1)SC
 : 13	11	3	-2	-5	3	5	18	-4	3	2
CN(C)CCN1C(=O)c2oc3ccccc3c(=O)c2C1c1cccc(Br)c1 (configuration not stated)
 : -3	-15	-5	-5	-14	0	4	9	-6	-23	-9
CC(Cc1n[nH]c(=S)n1N)c1ccccc1 (configuration not stated)
 : 4	5	8	8	-16	4	1	-4	8	-2	-24
Cc1c(NC(=O)c2ccc(-c3ccccc3)cc2)cccc1C(=O)O
 : 15	-5	-50	-6	-9	1	-2	35	6	26	-110
Cn1c(=O)c2c(-c3ccccc3)n(-n3cnnc3)cc2n(C)c1=O
 : 22	8	26	4	41	-3	-2	22	-2	-22	4
CC1(C(=O)NCc2cc(F)cc(C(F)(F)F)c2)C=CC2(CCCCC2)N1C(=O)c1ccccc1 (configuration not stated)
 : 2	1	-7	-15	-4	-2	-7	-5	11	12	16
N#Cc1c(NC(=O)c2ccco2)sc2c1CCC2
 : -87	-311	-10	-223	4	5	-10	13	-2	-107	-85
Cc1cc(C)c(S(=O)(=O)N2CCOC2CNC(=O)C(=O)NCc2ccccn2)c(C)c1 (configuration not stated)
 : 6	18	-25	18	7	0	-6	-2	10	-41	-7
Cc1cc(=O)oc2cc(OCC(=O)N3CCCc4ccccc43)ccc12
 : -3	-11	.	12	16	0	4	-4	-4	14	-9
COc1ccc(Cl)cc1NC(=O)CN(C)C(=O)c1cccc(-n2cnnn2)c1
 : 0	-2	0	8	-19	-3	10	-1	-6	-34	-5
CCOC(=O)c1c(C)n(OCc2ccccc2)c2ccc3nonc3c12
 : -13	19	-21	2	-10	3	-13	8	13	10	-11
C[C@H](CO)N1C[C@H](C)[C@@H](CN(C)S(=O)(=O)c2ccccc2)Oc2c(cccc2N(C)C)C1=O
 : -11	9	-17	14	14	.	7	15	-10	-18	-47
COc1ccc(N2CCN(CCCNC(=O)C3CCCN(S(=O)(=O)c4cnc[nH]4)C3)CC2)cc1 (configuration not stated)
 : 11	-25	-18	6	5	2	-4	0	-2	-25	-11
COc1ccc(OC)c(NC(=S)NCCN2CCOCC2)c1
 : 9	8	15	8	-10	6	14	-6	-2	6	12
CCN(C(=O)CSc1nnc(-c2c[nH]c3ccccc23)n1C1CC1)C1CCS(=O)(=O)C1 (configuration not stated)
 : 2	4	-6	15	-25	-3	6	5	1	10	-3
CCCCn1nnnc1C(c1ccccc1)N1CCN(C(C)=O)CC1 (configuration not stated)
 : .	.	-4	12	.	.	.	12	4	.	-11
Cc1cc(NC(=O)COC(=O)C2CC(=O)N(c3ccc(Br)cc3)C2)no1 (configuration not stated)
 : 0	10	6	4	3	2	-1	-17	-12	-2	6
CCCc1cc(=O)n2[nH]c(C(F)(F)F)nc2n1
 : 1	2	3	8	-7	4	6	1	5	6	-5
O=C(Nc1ccc2c(c1)C(=O)OC2)c1ccc(F)cc1F
 : -19	-48	-14	-90	3	2	2	-10	-3	-16	-47
CCCS(=O)(=O)c1nc(S(=O)(=O)c2ccc(C)cc2)c(N2CCCC2)s1
 : 6	0	-4	-2	3	1	-2	-3	-4	6	-16
COC(=O)c1cccc(NC(=O)CC2NCCNC2=O)c1 (configuration not stated)
 : 1	9	10	18	-12	-1	-7	17	-12	4	-8
COc1cc2ncnc(NCc3ccc4c(c3)OCO4)c2cc1OC
 : -2	16	3	17	-3	-1	-1	17	0	5	-16
O=C(Nc1cc(C(F)(F)F)ccc1N1CCCC1)C1CC(=O)N(Cc2ccccc2)C1 (configuration not stated)
 : .	4	-4	8	-42	.	14	4	6	6	-3
Cc1cc(Cl)c(S(=O)(=O)Nc2ccon2)cc1OCC(=O)NC1CCCCC1
 : 8	14	3	12	-3	2	-1	4	-2	3	-18
N#Cc1ccccc1NC(=O)CNc1ccccc1N1CCCCC1
 : 24	15	8	9	8	-5	5	2	-6	15	0
CCc1cccc(OCC(=O)Nc2c[nH]c(=O)[nH]c2=O)c1
 : 1	12	7	14	-7	1	5	4	-1	-6	-27
O=C(Nc1cccc2ccccc12)c1[nH]c(-c2ccccc2)c2c1C(=O)N(C1CC1)C2=O
 : .	53*	9	-8	64*	.	-53*	-47	21	10	-12
C=CCn1c(=O)c(C#N)cc2c(=O)n3ccccc3nc21
 : -7	12	.	13	-16	3	6	33	13	17	-11
CCOC(=O)Cn1c(S(=O)(=O)Cc2ccccc2)nc2ccccc21
 : .	7	-19	4	-2	0	-10	-3	9	-6	-14
Cc1ccc(NC(=O)COC(=O)c2ccco2)cc1C
 : -11	-5	-31	2	5	6	17	-1	-14	6	4
Cc1ccc(-c2cc(C(=O)N3CCN(c4ncccn4)CC3)c3cc(Br)ccc3n2)o1
 : -14	52*	-6	10	-8	2	0	21	25	51	-8
O=C(COC(=O)c1ccc2ccccc2c1)Nc1ncc(C(F)(F)F)cc1Cl
 : 10	11	-14	18	1	3	2	1	2	12	-1
Cc1c(Br)c([N+](=O)[O-])nn1CC(=O)Nc1ccc(C(N)=O)cc1
 : -5	3	12	2	-20	0	14	-7	-30	-23	-42

Screens: PubChem, several laboratories

Some of the compounds tested; rates above refer to the full screens.
